POLB inh: blocks human DNA polymerase beta activity; Pol beta primer extension/strand displacement, fluorescence kinetic; P06746; actives 1.3% (n = 340,000); Potency, µM (top dose mostly 114 µM), for the others: at the top dose activity change, negative = inhibition, most hits filed as inhibitors; AID 485314; further: on the % scale 0 is the no-effect control and ±100 the full control effect
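10 nM enzyme + cpd, 15 min RT; start with substrate 50 nM final; read 0 min and after 10 min RT. Corrected, normalized data; 4-parameter Hill curve fit.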
BLM helicase inh: Bloom syndrome helicase (human) inhibition. P54132. recombinant BLM DNA unwinding, fluorescence dequenching. Potency, µM (series often up to 56.1 µM), for inactives: at the highest dose activity change, negative = inhibition, usual class: inhibitors. actives 0.2% (n = 350,000). AID 2528;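 further: plate controls were vehicle for no effect and no enzyme for full effect; nearly all actives have a fitted effect of over 35% in size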
G9a block: G9a (human) methyltransferase inhibition; AID 504332; G9a H3K9 monomethylation, AlphaScreen, 2 h; Potency, µM (top dose mostly 102 µM), inactives show at the top dose activity, negative = inhibition, actives largely listed as inhibitors; Q96KQ7; actives 8.8% (n = 350,000); further: on the % scale 0 is the no-effect control and ±100 the full control effect; nearly all actives have a fitted effect of over 75% in size
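G9a (20 nM) was preincubated 15 min with compound, then reacted 2 h at room temperature with 500 nM biotin-H3K9 peptide and 20 µM SAM. Monomethyl-H3K9 detected by AlphaScreen using anti-H3K9me1 antibody.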
POLH inh: blocks human DNA polymerase eta activity | Q9Y253 | recombinant Pol eta, fluorescent DNA replication assay | Potency, µM (doses to about 114 µM), for inactives: top-dose activity change, negative = inhibition, actives largely listed as inhibitors | actives 1.2% (n = 390,000) | AID 588591; further: on the % scale 0 is the no-effect control and ±100 the full control effect
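Pol eta at 10 nM preincubated with compounds 15 min at room temperature; reaction started with fluorescent substrate (50 nM final) and read kinetically at 0 and 10 min.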
BAZ2B inh: inhibitors of human BAZ2B bromodomain. actives 4.4% (n = 360,000). AlphaScreen BAZ2B-H3K14Ac peptide displacement. Q9UIF8. Potency, µM (titrated, usually from 114 µM), for inactives: at the top dose activity change, negative = inhibition, usual class: inhibitors; further: on the % scale 0 is the no-effect control and ±100 the full control effect; nearly all actives have a fitted effect of over 60% in size
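AlphaScreen displacement of biotin-H3(5-23)K14Ac peptide (50 nM final) from BAZ2B (50 nM final) in PBS pH 7.4, 0.01% Tween-20; complex preformed 30 min RT, then compounds (top 110 uM) 30 min RT, beads 20 min dark.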
JMJD2A Tudor: JMJD2A Tudor domain (human) inhibition | AlphaScreen JMJD2A-Tudor / H3K4me3 peptide binding | Potency, µM (doses to about 114 µM), for the others: at the top dose activity change, negative = inhibition, usual class: inhibitors | actives 4.4% (n = 390,000) | AID 504339; further: on the % scale 0 is the no-effect control and ±100 the full control effect; nearly all actives have a fitted effect of over 50% in size
APE1 inh: inhibitors of human APE1 endonuclease; actives 0.35% (n = 350,000); AID 2517; recombinant APE1, TAMRA/BHQ-2 abasic DNA cleavage fluorescence; Potency, µM (series often up to 65.8 µM), for the others: top-dose activity change, negative = inhibition, hits mostly inhibitors; P27695;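 further: plate controls were vehicle for no effect and reference inhibitor for full effect; nearly all actives have a fitted effect of over 55% in size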
Target sequence (P27695 whole entry, looked up): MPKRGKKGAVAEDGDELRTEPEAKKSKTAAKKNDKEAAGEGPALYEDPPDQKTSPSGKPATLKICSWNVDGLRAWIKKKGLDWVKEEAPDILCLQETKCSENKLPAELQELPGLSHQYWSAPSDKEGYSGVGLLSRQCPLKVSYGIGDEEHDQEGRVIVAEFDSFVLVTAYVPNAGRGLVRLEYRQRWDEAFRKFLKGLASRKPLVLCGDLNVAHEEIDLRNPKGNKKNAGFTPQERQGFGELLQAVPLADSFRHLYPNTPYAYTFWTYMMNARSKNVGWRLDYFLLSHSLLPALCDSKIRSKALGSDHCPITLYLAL
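Endonuclease cleavage of a quenched abasic-site DNA duplex (50 nM) by APE1 (0.75 nM) was tracked by TAMRA dequenching. Compounds were preincubated with enzyme 15 min at room temperature; data normalized to buffer-only and DMSO wells plus NSC13755 control.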
Pol iota inh: blocks human DNA polymerase iota activity. Q9UNA4. Pol iota fluorescent replication assay, 10 min. Potency, µM (highest dose often 115 µM), for the others: at the top dose activity, negative = inhibition, actives largely listed as inhibitors. actives 1% (n = 390,000). AID 588590
Target sequence (Q9UNA4 whole entry, looked up): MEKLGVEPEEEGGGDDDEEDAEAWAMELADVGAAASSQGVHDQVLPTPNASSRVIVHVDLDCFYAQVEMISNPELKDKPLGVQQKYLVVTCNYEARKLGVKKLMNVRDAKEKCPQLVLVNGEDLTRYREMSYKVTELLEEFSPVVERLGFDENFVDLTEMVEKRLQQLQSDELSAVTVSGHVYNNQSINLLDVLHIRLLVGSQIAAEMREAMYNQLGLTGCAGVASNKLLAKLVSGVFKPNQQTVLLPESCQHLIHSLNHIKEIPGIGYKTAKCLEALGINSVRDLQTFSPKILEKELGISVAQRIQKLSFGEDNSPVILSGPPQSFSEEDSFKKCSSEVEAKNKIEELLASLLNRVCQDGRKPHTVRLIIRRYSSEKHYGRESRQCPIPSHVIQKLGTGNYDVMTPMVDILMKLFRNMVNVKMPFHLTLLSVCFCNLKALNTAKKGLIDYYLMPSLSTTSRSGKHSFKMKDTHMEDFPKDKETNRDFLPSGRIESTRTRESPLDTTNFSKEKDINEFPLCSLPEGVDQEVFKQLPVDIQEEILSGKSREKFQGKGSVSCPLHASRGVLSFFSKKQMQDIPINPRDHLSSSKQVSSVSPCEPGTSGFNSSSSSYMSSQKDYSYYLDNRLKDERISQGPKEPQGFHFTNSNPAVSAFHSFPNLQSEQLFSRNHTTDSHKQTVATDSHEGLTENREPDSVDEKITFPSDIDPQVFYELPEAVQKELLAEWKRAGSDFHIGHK
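Pol iota at 10 nM preincubated 15 min with compounds at room temperature; reaction started with fluorescent substrate, 50 nM final. Fluorescence read kinetically at 0 and 10 min; buffer-only wells as negative control.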
POLK inh: inhibitors of human DNA polymerase kappa. purified Pol kappa, fluorescent DNA synthesis assay, 10 min. Potency, µM (titrated, usually from 107 µM), without a hit: at the top dose activity, negative = inhibition, actives largely listed as inhibitors. actives 0.53% (n = 400,000); further: on the % scale 0 is the no-effect control and ±100 the full control effect
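Fluorescent qHTS in 1536-well format: enzyme (10 nM) and compound sat 15 min at room temperature before 50 nM substrate (final) was added. Signal taken at 0 and 10 min; no-enzyme buffer wells were negative controls.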
Active calls of the source: *; ? = inconclusive; . = not tested or not shown; & = joins results of further samples; [ ] = another dose, or the depositor's remark. The call rests on the fitted dose curve; in most records, active means well fitted curve in the direction sought with a large enough effect; inconclusive means small, poorly fitted or top-dose-only effect, or another doubt; inactive means no such curve, though single readings can be large; an effect the other way counts as inactive or inconclusive. Potency means the concentration at half of the fitted maximal effect.

SMILES	POLB inh	BLM helicase inh	G9a block	POLH inh	BAZ2B inh	JMJD2A Tudor	APE1 inh	Pol iota inh	POLK inh
O=C(CSc1n[nH]c(=O)[nH]c1=O)c1ccc(Cl)cc1Cl	-7%	2%	.	0%	-4%	-17%	0%	5%	-6%
O=C(CCN1C(=O)c2ccccc2C1=O)NCc1ccc(F)cc1	-18%	2%	-7%	-6%	-4%	-9%	9%	-6%	-9%
COc1cccc(NC(=O)CSc2nc3cc(OC)c(OC)cc3c3nc(-c4ccccc4)nn23)c1	15%	-2%	?	-2%	.	-12%	.	1%	-5%
C/C1=C\CCC2C(/C=C(\C)CC1)OC(=O)C2CN1CCCCC1 (stereo not given)	33%	-3%	5%	-13%	-1%	-18%	7%	?	2%
COc1ccc(C(CC(=O)Nc2ccccn2)N2Cc3ccccc3C2=O)cc1OC (stereo not given)	19%&20%	-5%&-1%	22%	0%&1%	2%&-17%	-15%&3%	22%	3%&6%	-5%&9%
CCn1nnnc1NCc1ccc(SC)cc1	1%	0%	16%[59 µM]	-3%	7%	-6%	-4%	18%	2%
Cc1c(-c2cc(C(=O)O)on2)cnn1C	3%	4%	?	-1%	-14%	-17%	?	20%	-7%
Cc1ccc(C)c(Cn2c(=O)n(-c3ccccc3)c(=O)c3c4c(sc32)CCCC4)c1	1%	-5%	-30%[59 µM]	-6%	1%	-4%	.	0%	-21%
COC(=O)CCN(C)CCC(=O)OC	29%	2%	-3%[2.33 µM]	-10%	13%	50µM*	-8%	-6%	0%
CCc1ccc(NC(=O)Cn2ccn(Cc3ccccc3OC)c(=O)c2=O)cc1	0%	-16%	-1%[59 µM]	9%	-10%	-22%	.	0%	-10%
O=c1cc(Nc2ccc3c(c2)OCCO3)[nH]c(=O)n1Cc1ccc(F)cc1	-11%	-5%	-8%[59 µM]	-7%	-2%	-17%	-3%	2%	3%
COc1ccc(C(=O)NC2CCCc3c2cnn3-c2ccccc2F)cc1OC (stereo not given)	-1%	-2%	26%	-1%	-2%	-1%	-15%	2%	0%
COc1ccc(NC(=O)c2sc3nc(C)c(C(=O)Nc4ccc(C)cc4C)c(-c4ccc(C)o4)c3c2N)cc1	7%	-14%	?	-8%	-12%	-7%	.	29%	-13%
Cc1cc(-c2ccccc2)nc2cc(C(=O)OC(C)C)nn12	43%	4%	-6%[0.501 µM]	-20%	12%	4%	-3%	41%[activator]	-17%
Cc1ccc(C)c2[nH]c(=O)c(CCNC(=O)CC(C)C)cc12	-1%	-1%	-4%	-3%	-3%	-11%	3%	6%	-20%
O=C(Nc1ccc(-c2ccc(N3CCCCC3)nn2)cc1)c1ccco1	.	.	?	?	4%	-19%	31%	?	-17%
COc1cccc(OCc2nc3ccccc3n2CCOc2ccc(C)cc2)c1	?	-9%	4%[59 µM]	-21%	24%	24%	.	0%	-24%
CCOC(=O)c1c[nH]c2ccc([N+](=O)[O-])cc12	.	.	.	-18%	.	-4%	.	4%	5%
COc1ccc2oc(C(=O)OCC(=O)Nc3cccc(S(=O)(=O)N4CCOCC4)c3)c(C)c2c1	.	.	4%[0.501 µM]	-12%	6%	-27%	-13%	24%	-11%
O=C(COc1ccccc1)Nc1nc(-c2cccs2)cs1	2%	-10%	16%	-16%	-5%	3%	-3%	7%	-7%
Cc1ccc(C2SCC(C(=O)O)N2C(=O)c2ccc(F)cc2)cc1 (stereo not given)	47%	0%	-6%[59 µM]	-19%	5%	-5%	1%	-14%	-11%
Cc1nn2cnc3sc4c(c3c2nc1=O)CCCC4	-29%	2%	1%[59 µM]	-13%	6%	10%	3%	-1%	-10%
Cc1csc(NC(=O)C2CCCN2C(=O)Oc2ccccc2)n1 (stereo not given)	3%	0%	5%[59 µM]	-13%	-2%	-27%	-6%	31%[activator]	-29%
Cc1nc(-c2ccc(S(=O)(=O)Nc3ccc(Br)cc3Cl)s2)cs1	-25%	1%	?	-22%	-24%	-28%	-5%	?	-13%
O=C(c1ccco1)N1CCN(Cc2nc(Cc3ccccc3)no2)CC1	4%	-5%	.	-9%	0%	-17%	3%	13%	-23%

Following part.
SMILES	POLB inh	BLM helicase inh	G9a block	POLH inh	BAZ2B inh	JMJD2A Tudor	APE1 inh	Pol iota inh	POLK inh
O=C(Nc1nnc(SCCC2OCCO2)s1)C1CC(=O)N(c2ccccc2)C1 (stereo not given)	?	-6%	22µM*	?	-24%	-14%	33%	?	-6%
COc1ccc(S(=O)(=O)NNC(N)=S)cc1	-4%	2%	16µM*	-5%	.	8.9µM*	-3%	32%[activator]	-5%
COc1ccc(NC(=O)NC(C(F)(F)F)C(F)(F)F)cc1	19%	-1%	-29%[12.7 µM]	-19%	5%	2%	10%	0%	-13%
CCCCn1c(N)c(N(CCOC)C(=O)c2cc(S(=O)(=O)N3CCOCC3)ccc2Cl)c(=O)[nH]c1=O	.	.	.	-20%	.	-10%	.	39%[activator]	-3%
CN(C)c1ccc(CN(Cc2ccco2)C(=O)c2ccc(F)cc2)cc1	26%	-5%	13µM*	.	35µM*	45µM*	.	47%[activator]	9%
Cc1nnsc1S(=O)(=O)Cc1ccccc1C(F)(F)F	14%	-8%	-8%[12.7 µM]	-8%	-1%	3%	-5%	27%	-2%
CCc1c(-c2ccccc2)nc(N)c(C#N)c1-c1cccs1	19%	-12%	18%	1%	6%[57.1 µM]	-7%[57.1 µM]	-3%	8%	-25%
CCc1ccc(NC(=O)c2sc3nc(C)c(Cl)c(C)c3c2N)cc1	7%	-3%	-30%[59 µM]	-6%	-28%	-1%	.	17%	8%
O=C(CN1CCc2cc3c(cc2C1)OCCCO3)Nc1ccc(S(=O)(=O)N2CCCC2)cc1	21%	-3%	8%	-11%	-38%	-21%	19%	2%	7%
Cc1ccc(OC(=O)c2ccc(Cl)c([N+](=O)[O-])c2)cn1	32%	-7%	?	-11%	-21%	-9%	1%	?	10%
CCCCn1ccnc1C(=O)c1cccc(S(=O)(=O)N2CC(C)CC(C)C2)c1 (stereo not given)	-3%	-14%	36%[59 µM]	-10%	6%	1%	3%	1%	-13%
CCN(C[C@H]1N[C@@](C)(C(=O)OC)[C@H]2C(=O)N(C)C(=O)[C@@H]12)S(=O)(=O)c1ccc(-c2ccccc2)cc1	.	.	.	-13%	.	-16%	7%	11%	19%
CCCNC(=O)c1ccccc1NC(=O)c1nsc2ccccc12	2%	-1%	-1%[59 µM]	-12%	2%	-12%	.	4%	1%[60.1 µM]
CCSC1=NCCN1C(=O)c1c(-c2ccccc2Cl)noc1C	-27%	-12%	2%[59 µM]	-5%	-2%	-1%	12%	176%[activator]	-7%
CC1CCN(c2nc(/C=C/c3ccccc3)nc3ccccc23)CC1	-15%	-2%	55%[activator][59 µM]	-25%	41%[activator]	52%[activator]	1%	87%[activator]	-8%
CCOc1ccc(NC(C)=O)cc1	1%	-1%	24%[21.5 µM]	-7%	0%	-7%	-10%	23%&29%	-4%
Cc1ccccc1C(=O)Nc1c2c(nc3ccccc13)CCCC2	25%	-5%	-3%[59 µM]	-4%	8%	1%	-5%	39%[activator]	-4%
OC(COc1ccc2ccccc2c1)Cn1cncn1 (stereo not given)	?	3%	11%[59 µM]	6%	-4%	-11%	7%	3%	-10%
COc1ccccc1/C=C/C=N/NC(=O)c1ccco1	0%	-4%	15%[59 µM]	-12%	-16%	-13%	-5%	15%	3%
Cc1ccc(C(=O)N/N=C/c2sc(=O)n(Cc3cccc(C(=O)O)c3)c2Cl)cc1	20%	0%	40%[0.501 µM]	-4%	-11%	-2%	0%	-9%	-1%
CCOc1cc(/C=C2\SC(=S)N(NS(=O)(=O)c3ccc(C)cc3)C2=O)ccc1O	.	.	.	?	.	?	.	?	?
COCCCNS(=O)(=O)c1ccc(C)cc1	12%	-4%	?	2%	0%	-5%	4%	27%	1%
O=[N+]([O-])c1ccc(N2CCN(Cc3ccccc3)CC2)c(S(=O)(=O)N2CCOCC2)c1	-8%	0%	41%[0.501 µM]	?	-36%[57.1 µM]	?	0%	-7%	-8%
COc1ccc2c(c1)[C@H]1[C@H](CO2)[C@H](c2ccccc2)[C@@]2(C)C(=O)N[C@H](C)C(=O)N12	.	.	.	-5%	.	-12%	.	9%	-9%
Cc1cc(=O)n2nc(N3CCCC(C(=O)NC4CCCCC4C)C3)sc2n1 (stereo not given)	-2%	0%	28%	-12%	-4%[57.1 µM]	1%	27%	2%	7%

The results go on:
SMILES	POLB inh	BLM helicase inh	G9a block	POLH inh	BAZ2B inh	JMJD2A Tudor	APE1 inh	Pol iota inh	POLK inh
CCOc1ccc(NC(=O)n2ncc3c(C)cccc32)cc1	23%	-5%	4%	1%	13%	-5%	1%	-17%	-11%
COc1ccc(CN2C(=O)CS/C2=N/N=C/c2ccccc2)cc1	9%	-3%	14%	-5%	0%	-9%	-4%	31%	-2%
Cc1c(C(=O)NCCc2ccc(Cl)cc2)sc2nc3n(c(=O)c12)CCCC3	7%	-20%	?	.	40µM*	-33%	.	18%	-24%
Cc1ccc(-n2ncc3c2CC(C)(C)CC3NC(=O)C2CCOCC2)cc1 (stereo not given)	42%	-1%	?	-11%	-10%	-2%	21%	-8%	-5%
COc1ccccc1-n1c(SCC(=O)O)nc2c(sc(=S)n2-c2ccc(C)c(C)c2)c1=O	-5%	-4%	?	-17%	-13%	-21%	54%[activator]	9%	-23%
CCOC(=O)C1CCCN(C(c2ccccn2)c2c(C)[nH]c3ccccc23)C1 (stereo not given)	10%	-3%	1.4µM*	-8%	-33%	-7%	-3%	4%	-4%
NNc1nc2c(-c3ccc(F)cc3)nnn2c2ccccc12	?	-12%	15%	-13%	8%	7%	3%	41%[activator]	-2%
CN1C[C@@H]2[C@@H]3C(=O)N(Cc4ccccc4)C(=O)[C@@H]3[C@](Cc3ccccc3)(C1=O)N2C(=O)c1ccc(C(C)(C)C)cc1	.	.	.	-29%	.	-32%	.	25%	-2%

Profiles as entered above. Screens in order: POLB inh | BLM helicase inh | G9a block | POLH inh | BAZ2B inh | JMJD2A Tudor | APE1 inh | Pol iota inh | POLK inh
COc1ccc2c(c1)[C@H]1[C@H](CO2)[C@H](c2ccccc2)[C@@]2(C)C(=O)N[C@H](C)C(=O)N12 as listed: . | . | . | -5% | . | -12% | . | 9% | -9%
COC(=O)CCN(C)CCC(=O)OC as listed: 29% | 2% | -3%[2.33 µM] | -10% | 13% | 50µM* | -8% | -6% | 0%

Some of the compounds tested (hit frequency here may not be typical).
